# From PubChem
# Y pestis TopoI: blocks Yersinia pestis topoisomerase I activity. Y. pestis Topo-I cleavage product accumulation, plate reader. activity, % at 10 µM. 360,000 tested, 0.064% active. AID 504884; in the data active = activity above about 50%, passing the limit was not always enough; inconclusive = no clear call, values can overlap the other calls; also: inactives centre near 2
# BH1578 lux ind: quorum light induction in luxS cqsA deficient V. cholerae; 350,000 tested, 0.16% active; V. cholerae BH1578 lux reporter, luminescence, 6 h; activation, % at 18.7 µM; in the data active = activation mostly above about 9.7%, no sharp cut-off; inconclusive = no clear call, values can overlap the other calls; inactive = mostly below about 3.7%; also: not every result past the cut was called active; inactives centre near 0; reference of the scale not given here
# MazEF act: MazEF (E. coli) toxin RNase activation. P0AE70. FAM/BHQ RNA-DNA oligo cleavage fluorescence, 5 h. activation, % at 20 µM. 350,000 tested, 0.32% active. AID 504720; in the data active = activation above about 50%
# Target sequence (P0AE70 whole entry, looked up): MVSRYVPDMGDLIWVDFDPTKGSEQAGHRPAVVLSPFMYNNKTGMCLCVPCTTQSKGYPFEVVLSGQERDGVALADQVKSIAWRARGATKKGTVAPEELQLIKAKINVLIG
# PfHsp40 yeast: restores yeast growth despite PfHsp40 toxicity. S. cerevisiae expressing PfHsp40, growth rescue, ATP luminescence. growth rescue, % at 12.5 µM. 340,000 tested, 0.68% active; in the data active = growth rescue above about 28%, passing the limit was not always enough; inconclusive = no clear call, values can overlap the other calls;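 also: yeast W303a lacking pdr1 and pdr3 grown in galactose medium; growth measured after three days at 30 °C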
# PriA SSB inh: blocks PriA binding to SSB C-terminal tail | AlphaScreen SSBct-PriA binding, biotinylated peptide | inhibition, % at 33 µM | 430,000 tested, 0.6% active; in the data active = inhibition mostly above about 37%, no sharp cut-off; inactive = mostly below about 20%;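 also: plate controls were negative control peptide for no effect and reference peptide for full effect; strong numbers were not always called active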
# VHR inh abs: DUSP3 (human) phosphatase inhibition; P51452; recombinant VHR phosphatase, pNPP absorbance; inhibition, % at 13.3 µM; 290,000 tested, 0.52% active; in the data active = inhibition above about 50%; also: some compounds called inactive have numbers as strong as hits
# TcdB inh: inhibitors of Clostridioides difficile toxin B glycohydrolase; TcdB glycohydrolase enzymatic assay, plate reader; 350,000 tested, 0.24% active; AID 652162; inhibition, % at 9.99 µM; in the data active = inhibition above about 10%
# Rv3671c inh: Rv3671c (M. tuberculosis) protease inhibition. P9WHR9. inhibition, % at 5.96 µM. 320,000 tested, 0.048% active; in the data active = inhibition above about 38%;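 also: extracellular domain of Rv3671c used as enzyme; 0% = enzyme with DMSO and 100% = no enzyme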
# Anthrax LF inh2: anthrax lethal factor protease inhibition; P15917; multiplex microsphere protease cleavage assay, LF; inhibition, % at 10 µM; 360,000 tested, 0.12% active; AID 588501; in the data active = inhibition above about 30%; inconclusive = no clear call, values can overlap the other calls; also: plate controls were buffer without enzyme for full effect and enzyme alone for no effect
# Target sequence (P15917 whole entry, looked up): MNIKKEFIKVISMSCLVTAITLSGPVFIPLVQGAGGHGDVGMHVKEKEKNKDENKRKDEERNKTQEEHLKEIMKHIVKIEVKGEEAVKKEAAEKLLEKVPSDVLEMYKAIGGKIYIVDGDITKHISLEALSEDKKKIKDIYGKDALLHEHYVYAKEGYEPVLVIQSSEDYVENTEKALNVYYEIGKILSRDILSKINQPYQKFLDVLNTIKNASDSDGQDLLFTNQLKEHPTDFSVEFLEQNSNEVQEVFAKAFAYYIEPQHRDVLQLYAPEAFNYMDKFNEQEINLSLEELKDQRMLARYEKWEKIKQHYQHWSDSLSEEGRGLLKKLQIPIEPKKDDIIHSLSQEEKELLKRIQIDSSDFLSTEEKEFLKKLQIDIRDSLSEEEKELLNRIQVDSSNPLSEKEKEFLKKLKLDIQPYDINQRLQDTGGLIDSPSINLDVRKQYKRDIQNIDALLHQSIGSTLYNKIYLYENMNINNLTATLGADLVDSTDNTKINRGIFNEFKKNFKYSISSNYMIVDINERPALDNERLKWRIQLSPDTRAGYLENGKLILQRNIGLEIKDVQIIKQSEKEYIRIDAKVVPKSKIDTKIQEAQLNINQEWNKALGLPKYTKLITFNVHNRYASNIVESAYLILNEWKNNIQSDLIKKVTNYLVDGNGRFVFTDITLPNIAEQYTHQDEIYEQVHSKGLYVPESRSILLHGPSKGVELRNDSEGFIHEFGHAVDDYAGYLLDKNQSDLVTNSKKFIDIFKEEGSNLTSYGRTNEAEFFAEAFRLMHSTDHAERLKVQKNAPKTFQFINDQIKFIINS
# SARS 3CLpro inh: SARS-CoV 3CLpro protease inhibition; recombinant SARS-CoV 3CLpro, quenched FRET peptide cleavage; inhibition, % at 6 µM; 290,000 tested, 0.14% active; in the data active = inhibition above about 12%
# Starred values were filed as active, the others as inactive; i = inactive; ? = inconclusive; . = not tested or not shown; & = joins results of further samples. Some of the compounds tested (hit frequency here may not be typical).
nr	SMILES	Y pestis TopoI	BH1578 lux ind	MazEF act	PfHsp40 yeast	PriA SSB inh	VHR inh abs	TcdB inh	Rv3671c inh	Anthrax LF inh2	SARS 3CLpro inh
1	O=C(Nc1ccc2nc3n(c(=O)c2c1)CCCCC3)C(=O)N1CCN(c2ccc(F)cc2)CC1	-1	-0.8	-10	0.3	-1	14	-1.2	-5	-1	2
2	O=C(OCc1nc2ccsc2c(=O)[nH]1)c1ccc(Cl)nc1	0	-0.5	-6	-0.5	-2	.	1.2	-1	-2	.
3	O=c1cc(CSc2ccc(Cl)cc2)[nH]c2[nH]n(-c3ccccc3)c(=O)c12	-5	i	2	1.1	-3	8	0.8	10	-3	4
4	CCCCCCCCCc1nc(N)n[nH]1	-3	-0.9	4	-1.4	-4	17	.	3	7	-5
5	C[C@H](NC(=O)N1CCn2c1nc1ccccc12)C(=O)NCCc1ccccc1	14	i	10	2.2	2	-1	3.0	-3	-1	2
6	CCn1c(SCc2nc3ccccc3c(=O)[nH]2)nc2ccccc2c1=O	4	.	3	-0.5	6	30	.	-4	-5	2
7	O=C(c1ccc(F)cc1)N1CCCCC(Sc2nnc3ccccn23)C1=O (centres undefined)	5	-4.5	7	-0.3	-6	12	-0.7	6	-1	6
8	O=C(O)c1cc2c(cn1)[nH]c1ccccc12	-3	1.9	0	-0.1	80*	13	0.7	-25	-6	2
9	Cc1cccc(-n2ccc(=O)c(C(=O)Nc3ccc(S(=O)(=O)Nc4nccc(C)n4)cc3)n2)c1	-7	3.8	1	0.3	-5	10	-7.8	-3	-1	0
10	Cc1cccc(NC(=O)Cn2nnc3ccccc32)c1	6	-1.8	4	0.6	-17&-3	3	-0.9	2	1	12

# Reformatted: two of the compounds above.
9	Cc1cccc(-n2ccc(=O)c(C(=O)Nc3ccc(S(=O)(=O)Nc4nccc(C)n4)cc3)n2)c1
10	Cc1cccc(NC(=O)Cn2nnc3ccccc32)c1
Assay by compound | 9 | 10
Y pestis TopoI | -7 | 6
BH1578 lux ind | 3.8 | -1.8
MazEF act | 1 | 4
PfHsp40 yeast | 0.3 | 0.6
PriA SSB inh | -5 | -17&-3
VHR inh abs | 10 | 3
TcdB inh | -7.8 | -0.9
Rv3671c inh | -3 | 2
Anthrax LF inh2 | -1 | 1
SARS 3CLpro inh | 0 | 12

# More results:
nr	SMILES	Y pestis TopoI	BH1578 lux ind	MazEF act	PfHsp40 yeast	PriA SSB inh	VHR inh abs	TcdB inh	Rv3671c inh	Anthrax LF inh2	SARS 3CLpro inh
11	COc1ccc(CC(=O)N2CCNC2=O)cc1	2	13	3	0.8	8	-15	.	2	-2	-5
12	Cc1nn(C)c(C)c1S(=O)(=O)N1CCCC(C(=O)NC2CCCCC2)C1 (centres undefined)	4	6.2	-1	-0.4	-13	14	.	5	2	1
13	Cc1ccc(-c2cc(C(=O)OCC(=O)NC3CC3)c3ccccc3n2)cc1	17	-0.8	0	-0.1	-4	.	2.6	-5	-1	.
14	CC1(C)Cc2c(sc3nc(-c4ccccc4Cl)n(N)c(=O)c23)CO1	-6	.	4	1.0	0	-5	1.3	6	-1	-2
15	O=C(COc1ccc2c(c1)OCO2)Nc1ccc(Cl)cn1	2	-0.4	8	0.3	2	25	-2.5	-4	-2	-2
16	CC(=O)c1ccc(N2CCN(C(=O)c3noc4c3CSc3ccccc3-4)CC2)cc1	2	-1.7	10	1.3	11	-10	-0.1	7	-1	6
17	COc1ccc(C2=CC(=O)CC(C)(C)C2)cc1OC	1	-11	3	0.0	-12	.	1.4	5	-8	.
18	CC[C@H]1OC(=O)[C@H](C)[C@@H](O[C@H]2C[C@@](C)(OC)[C@@H](O)[C@H](C)O2)[C@H](C)[C@@H](O[C@@H]2O[C@H](C)C[C@H](N(C)C)[C@H]2O)[C@](C)(O)C[C@@H](C)CN(C)[C@H](C)[C@@H](O)[C@]1(C)O	-5	-0.4	9	1.7	-7	.	1.7	9	1	.
19	CCN(CC(=O)Nc1ccccc1C(F)(F)F)C(=O)CSCC(=O)Nc1cc(C)on1	14	-0.1	5	-1.1	1	.	1.3	2	-2	.
20	Cc1ccc(C(=O)NCc2ccc(F)cc2)cc1NC1=NC2CS(=O)(=O)CC2S1 (centres undefined)	2	-0.2	4	1.7	-1	13	1.8	0	-2	6

# Structures listed so far with an aryl thioether with sulfur outside any ring (three):
nr	SMILES	Y pestis TopoI	BH1578 lux ind	MazEF act	PfHsp40 yeast	PriA SSB inh	VHR inh abs	TcdB inh	Rv3671c inh	Anthrax LF inh2	SARS 3CLpro inh
3	O=c1cc(CSc2ccc(Cl)cc2)[nH]c2[nH]n(-c3ccccc3)c(=O)c12	-5	i	2	1.1	-3	8	0.8	10	-3	4
6	CCn1c(SCc2nc3ccccc3c(=O)[nH]2)nc2ccccc2c1=O	4	.	3	-0.5	6	30	.	-4	-5	2
7	O=C(c1ccc(F)cc1)N1CCCCC(Sc2nnc3ccccn23)C1=O (centres undefined)	5	-4.5	7	-0.3	-6	12	-0.7	6	-1	6

# More results follow:
nr	SMILES	Y pestis TopoI	BH1578 lux ind	MazEF act	PfHsp40 yeast	PriA SSB inh	VHR inh abs	TcdB inh	Rv3671c inh	Anthrax LF inh2	SARS 3CLpro inh
21	CCN(CC)CCNC(=O)C1(O)c2cc(Br)ccc2NC(=O)N1c1c(F)cccc1F (centres undefined)	5	0.6	0	0.2	-3	.	-1.3	-5	-8	-5
22	Cc1cccc(Cn2cnc3c(sc4nc(C)cc(C)c43)c2=O)c1	0	-0.3	-9	-0.6	-5	-3	-0.5	3	4	2
23	C[C@]12CC[C@H](O)CC1=CC(=O)C1C2CC[C@]2(C)C(=O)CCC12 (some centres undefined)	6	-7.1	7	-0.2	-5	.	-10	-8	4	.
24	COc1cccc(C(=O)NCCC2=CCCCC2)c1	6	i	8	1.0	-13	2	.	9	-2	1
25	COc1cc(/C=C2/C(=O)ON=C2C)ccc1OCc1cccc(F)c1	0	0.2	-2	-1.9	3	14	0.4	-1	-8	1
26	CC(=O)Oc1ccc(N2C(=O)C3C4C=CC(CC4)C3C2=O)cc1[N+](=O)[O-] (centres undefined)	2	-0.2	-11	?	-9	-20	1.0	5	-2	3
27	CCN(CC)C(=O)CC(c1ccc(F)cc1)c1ccco1 (centres undefined)	15	i	-7	-1.8	-6	-8	.	0	-9	5
28	C=CCN(CC=C)C(=O)c1cc2ccccc2c(=O)o1	5	-0.3	5	-1.7	-11	-8	.	-15	1	-3
29	O=C(O)c1cccc(Cn2c(Cl)c(/C=N/NC(=O)c3ccccc3Cl)sc2=O)c1	-2	-0.3	1	-1.6	.	3	.	4	-4	-4
30	C#CCSc1nnc(CNS(=O)(=O)c2ccc(Br)cc2)n1C	1	i	5	0.0	-2	14	0.4	1	-2	-4
31	COc1ccc(N2CCN(CCNC(=O)c3ccc(NC(=O)C4CCCO4)cc3)CC2)cc1 (centres undefined)	-1	i	-3	-0.8	-5	-10	.	2	4	5
32	COc1ccc(OCC(=O)Nc2nonc2NC(=O)COc2ccc(OC)cc2)cc1	8	-0.4	5	1.1	-4	2	0.8	1	-2	-1
33	COc1ccc2nc(SCC(=O)NCc3ccc(F)cc3)[nH]c2c1	-4	-0.2	7	-0.6	-9	0	1.0	5	-7	-3
34	O=C1NN(c2ccccc2)C(=O)C1=Cc1ccccc1O	0	-4.8	1	.	.	.	-1.5	.	-5	.
35	NC(=O)NC(=O)CSc1nc2sc(-c3ccccc3)cc2c(=O)n1-c1ccccc1	-9	-0.3	0	-0.3	-7	30	1.3	-2	0	-3
36	COC(=O)C(=N/Nc1ccccc1C(=O)OC)/C(C)=N/O	-1	-0.4	6	137*	.	9	-2.4	1	10	1
37	CC(C)CNC(=O)/C=C/C(=O)O	-2	-0.3	0	-0.8	-4	18&-5	0.2	-14	-2	-2&2
38	COc1cc(C(=O)OCC(=O)N(C)C)cc(NC(=O)c2ccco2)c1OC	1	-0.3	1	0.4	0	15	.	0	6	8
39	Cc1cccc(C)c1NC(=O)C(=O)NCCOc1ccc(Cl)cc1	-3	2.9	4	11	-9	22	.	-10	-10	6
40	O=Cc1c(NCc2ccco2)nc2ccccn2c1=O	4	-0.7	1	2.7	7	-3	0.5	-8	2	2

# In the list so far, these contain a COOH group:
nr	SMILES	Y pestis TopoI	BH1578 lux ind	MazEF act	PfHsp40 yeast	PriA SSB inh	VHR inh abs	TcdB inh	Rv3671c inh	Anthrax LF inh2	SARS 3CLpro inh
8	O=C(O)c1cc2c(cn1)[nH]c1ccccc12	-3	1.9	0	-0.1	80*	13	0.7	-25	-6	2
29	O=C(O)c1cccc(Cn2c(Cl)c(/C=N/NC(=O)c3ccccc3Cl)sc2=O)c1	-2	-0.3	1	-1.6	.	3	.	4	-4	-4
37	CC(C)CNC(=O)/C=C/C(=O)O	-2	-0.3	0	-0.8	-4	18&-5	0.2	-14	-2	-2&2

# The results go on.
nr	SMILES	Y pestis TopoI	BH1578 lux ind	MazEF act	PfHsp40 yeast	PriA SSB inh	VHR inh abs	TcdB inh	Rv3671c inh	Anthrax LF inh2	SARS 3CLpro inh
41	Cc1ccc(-c2noc(CN3CCCCC3)n2)cc1	5	i	-4	1.2	-11	22	.	6	-10	-8
42	CSc1ncc(Cl)c(C(=O)Nc2ccc(NC(C)=O)cc2)n1	8	0.4	1	0.3	-4	22	1.3	1	1	2
43	CN(C)CCCOC(=O)C1c2ccccc2Oc2ccccc21	-5	-0.3	7	44*	-15	5	.	2	4	5
44	CCOC(=O)c1[nH]c(C)c(C(=O)Nc2ccccc2C)c1C	-10	-0.2	1	-1.0	-3	-19	1.2	7	-4	6
45	CCc1cccc(CC)c1NC(=O)CO/N=C(\N)CC(=O)NC1CCCCC1	-4	-0.1	-5	0.9	i	18	0.2	6	-6	-1
46	CCc1c(C(=O)NCc2ccc3c(c2)OCO3)[nH]c(C)c1C(C)=O	3	-5.3	-9	2.2	6	26	.	-2	-3	-3
47	O=C(Nc1ccc(O)cc1C(=O)O)c1cccs1	4	-0.3	1	-0.4	-7	-5	2.4	1	-4	4
48	COc1ccc(Cc2noc(CN3CCC(c4ccncc4)CC3)n2)cc1OC	6	-0.3	2	-1.0	-8	28	1.0	5	-8	0
49	Cc1cc(C(N)=O)nn1-c1c(Cl)cc(Cl)cc1Cl	-8	i	5	0.7	2	12	2.3	5	-1	1
50	COc1ccc(C2CC(c3c(-c4ccccc4)c4cc(Cl)ccc4[nH]c3=O)=NN2C(=O)CCC(=O)O)cc1 (centres undefined)	23	-0.5	-7	2.0	14	16	0.0	-4	6	2
51	COc1cc(C(c2sc3nc(C)nn3c2O)N2CCC3(CC2)OCCO3)cc(OC)c1OC (centres undefined)	3	i	8	1.7	-9	4	.	0	7	7
52	O=C(CCN1CCN(S(=O)(=O)c2ccc(Cl)cc2)CC1)Nc1ccccc1F	3	5.2	-1	1.0	-3	25	0.7	4	5	2
53	COC(=O)c1ccc(C2C(C(C)=O)=C(O)C(=O)N2CCO)cc1 (centres undefined)	-8	17*	-6	0.7	-11	25	.	8	-12	-2
54	CCOC(=O)Cc1csc(NC(=O)CC)n1	9	i	2	-1.5	-7	26	1.5	4	-2	-4
55	Cc1ccc(N2CCN(C(=O)c3ccccc3F)CC2)c(C)c1	32	-3.1	8	2.2	-9&3&-9	11	9.4	-2	0	-2
